Screens: PubChem BioAssay, several laboratories
TLR9-MyD88 block: inhibitors of TLR9-MyD88 association in cells, primary screen, cell-based, CHO, BLA complementation, fluorescence; CCF4 FRET ratio; inhibition, % at 4.98 µM; 340,000 compounds, 0.21% hits;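 active = inhibition above the mean over all tested compounds plus 3 SD, cut at about 21% in these data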;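 note: 0% = DMSO only wells and 100% = clavulanate BLA inhibitor control wells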
NCOA3 inh: SRC3 coactivator transcriptional activity inhibitors, primary screen, cell-based, luminescence; HEK293 GAL4-SRC3 luciferase reporter; AID 588352, 2011; 360,000 compounds, 0.17% hits; inhibition, % at 3.6 µM; Nuclear receptor coactivator 3 (Homo sapiens), Q9Y6Q9;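 active = inhibition above a per-campaign cutoff, the mean of all compounds plus 3 SD, cut at about 60% in these data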;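 note: 0% = DMSO-treated cells and 100% = gossypol-treated cells at 36 µM; higher means less SRC3-driven luciferase light from the GAL4 reporter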
Target sequence (Q9Y6Q9 whole entry, looked up, the tested form may be a part): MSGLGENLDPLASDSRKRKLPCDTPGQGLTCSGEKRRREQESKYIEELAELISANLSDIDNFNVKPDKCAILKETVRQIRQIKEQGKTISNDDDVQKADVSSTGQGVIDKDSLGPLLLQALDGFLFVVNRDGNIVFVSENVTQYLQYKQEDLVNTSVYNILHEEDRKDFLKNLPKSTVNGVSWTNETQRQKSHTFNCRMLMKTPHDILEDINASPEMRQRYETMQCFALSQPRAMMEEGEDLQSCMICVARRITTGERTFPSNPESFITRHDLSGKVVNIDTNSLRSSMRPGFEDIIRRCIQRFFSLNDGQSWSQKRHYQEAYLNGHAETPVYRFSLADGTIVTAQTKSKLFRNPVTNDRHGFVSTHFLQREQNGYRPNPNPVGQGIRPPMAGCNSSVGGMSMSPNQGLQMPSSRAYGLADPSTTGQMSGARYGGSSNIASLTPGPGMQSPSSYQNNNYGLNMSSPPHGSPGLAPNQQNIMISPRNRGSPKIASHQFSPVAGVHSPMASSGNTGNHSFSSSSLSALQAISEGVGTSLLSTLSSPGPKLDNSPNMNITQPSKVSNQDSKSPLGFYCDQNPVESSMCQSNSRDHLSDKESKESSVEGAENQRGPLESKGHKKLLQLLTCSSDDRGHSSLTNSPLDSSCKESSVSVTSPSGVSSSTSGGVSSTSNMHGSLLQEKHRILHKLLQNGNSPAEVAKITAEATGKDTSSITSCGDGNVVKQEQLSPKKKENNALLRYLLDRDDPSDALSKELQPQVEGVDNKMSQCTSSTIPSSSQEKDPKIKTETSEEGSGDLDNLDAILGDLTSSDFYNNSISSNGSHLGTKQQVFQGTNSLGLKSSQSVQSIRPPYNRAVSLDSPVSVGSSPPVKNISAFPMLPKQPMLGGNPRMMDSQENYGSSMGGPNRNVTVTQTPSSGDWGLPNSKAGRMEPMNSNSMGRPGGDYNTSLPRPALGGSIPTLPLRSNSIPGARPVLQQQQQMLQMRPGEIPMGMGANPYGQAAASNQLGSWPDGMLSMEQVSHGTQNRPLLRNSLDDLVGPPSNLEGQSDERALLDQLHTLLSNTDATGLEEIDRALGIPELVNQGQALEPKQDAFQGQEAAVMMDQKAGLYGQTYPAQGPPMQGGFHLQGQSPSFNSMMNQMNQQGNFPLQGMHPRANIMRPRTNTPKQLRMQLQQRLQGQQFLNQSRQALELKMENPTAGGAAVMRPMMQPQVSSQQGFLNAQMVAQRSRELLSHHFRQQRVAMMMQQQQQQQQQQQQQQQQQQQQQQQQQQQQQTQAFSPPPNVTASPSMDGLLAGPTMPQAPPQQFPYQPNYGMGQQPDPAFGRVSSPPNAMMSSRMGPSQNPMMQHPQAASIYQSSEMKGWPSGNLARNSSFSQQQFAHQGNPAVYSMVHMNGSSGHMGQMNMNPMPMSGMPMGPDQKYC
TWEAK-Fn14 inh: inhibitors of TWEAK-Fn14 signaling, primary screen, luciferase reporter cells, uHTS. inhibition, % at 10 µM. TWEAK-stimulated Fn14 reporter cells, luciferase luminescence, 8 h. 360,000 compounds, 2% hits. AID 1159606, 2016; in the data active = inhibition above about 50%
EBV LMP1 NFkB: EBV LMP1-driven NF-kappaB luciferase reporter inhibitors, primary screen, cell-based, luminescence, single point. inhibition, % at 12.5 µM. 350,000 compounds, 0.69% hits. LMP1-induced NF-kappaB luciferase reporter cells. AID 504558, 2011; in the data active = inhibition above about 41%;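 note: 0% = neutral control wells and 100% = reference inhibitor control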
TROY NFkB inh: inhibitors of TROY-driven NF-kB signaling, primary screen, Q293 LMP1-TROYcd cells, NF-kB luciferase, uHTS. Q293 LMP1-TROYcd NF-kB luciferase reporter, 4 h. inhibition, % at 10 µM. 360,000 compounds, 0.98% hits;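 active = compounds whose plate-normalised and pattern-corrected inhibition of the luciferase reporter signal at the single screening dose is 50% or more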
NR5A2 inv ag: LRH-1 (NR5A2) inverse agonists, primary screen, cell-based, luminescence, HEK293T, StAR-luciferase reporter; LRH-1 transfected, 24 h; inhibition, % at 3.6 µM; 360,000 compounds, 0.13% hits; AID 602396, 2012;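 active = inhibition above the mean inhibition of all tested compounds plus 3 SD, cut at about 73% in these data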;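 note: 0% = DMSO wells and 100% = reporter-only cells lacking LRH-1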
NCOA2 inhibitor: inhibition of GAL4-SRC2 driven luciferase reporter, primary screen, SRC2 inhibitor project, cell-based, luminescence. Nuclear receptor coactivator 2 (Homo sapiens), Q15596. HEK293 GAL4-SRC2 luciferase reporter. inhibition, % at 9 µM. 370,000 compounds, 0.17% hits. AID 651957, 2012;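 active = inhibition above the mean inhibition of all tested compounds plus 3 SD, set per campaign, cut at about 52% in these data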;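 note: 0% = DMSO treated cells and 100% = cells given Gossypol at 36 µM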
TRAIL sens C8: viability loss with TRAIL in NB7+C8 cells, primary screen, TRAIL sensitizer project, cell-based, ATPlite luminescence; inhibition (viability loss, TRAIL sensitization), % at 10 µM; 360,000 compounds, 1% hits; AID 624354, 2012;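 active = compounds causing at least 50% loss of cell viability in the single-dose screen, relative to plate controls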
NOD2 RIPK2 PPI: NOD2-RIPK2 binding disruptors in cells, primary screen, fluorescence, CHO cells, BLA complementation; CCF4 ratio; 360,000 compounds, 0.38% hits; inhibition, % at 4.98 µM; Receptor-interacting serine/threonine-protein kinase 2 (Homo sapiens), O43353; in the data active = inhibition above about 21%;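 note: 0% = vehicle only and 100% = reference blocker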
NR2F2 inh: NR2F2 transcriptional activity inhibitors, primary screen, cell-based, luciferase reporter, HEK293T, luminescence; COUP transcription factor 2 (Homo sapiens), P24468; HEK293T NGFI-A luciferase reporter; inhibition, % at 8.6 µM; 370,000 compounds, 0.7% hits; AID 686940, 2013;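 active = inhibition above a per-plate cutoff, mean inhibition of test wells between control levels plus 3 SD, cut at about 38% in these data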;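 note: cells cotransfected with COUP-TFII expression vector driving the NGFI-A reporter; 0% = median of COUP-TF2 test wells and 100% = reporter-only cells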
SRC1 inh: SRC1 coactivator transcriptional activity inhibitors, primary screen, cell-based, luminescence. Nuclear receptor coactivator 1 (Homo sapiens), Q15788. inhibition, % at 3.6 µM. 360,000 compounds, 0.12% hits. HEK293 GAL4-SRC1 luciferase reporter;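 active = inhibition above the campaign mean plus 3 SD, with each screening campaign given its own cutoff, cut at about 60% in these data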;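 note: 0% = DMSO treated cells and 100% = gossypol at 36 µM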
* = called active by the depositor; / = no result given. Only part of the results is shown. The share of hits here may be higher or lower than overall.

SMILES | TLR9-MyD88 block | NCOA3 inh | TWEAK-Fn14 inh | EBV LMP1 NFkB | TROY NFkB inh | NR5A2 inv ag | NCOA2 inhibitor | TRAIL sens C8 | NOD2 RIPK2 PPI | NR2F2 inh | SRC1 inh
Cc1ccc(Nc2cc(=O)n(C3CCCCC3)c(=O)[nH]2)cc1C | 4 | 8 | -6 | 18 | 21 | -1 | -11 | -3 | 0 | -11 | -29
CC(C)C(=O)Nc1ccc(N2CCN(S(C)(=O)=O)CC2)cc1 | -4 | 4 | -4 | -7 | 0 | 1 | -12 | 0 | -3 | 8 | 10
COc1ccc(C(=O)CN2CCN(c3cc(C)nc4ccccc34)CC2)cc1 | / | 12 | 5 | 8 | -15 | -2 | -8 | -3 | -9 | 32 | 7
CC(N)c1csc(Nc2ccc(C(=O)c3ccccc3)cc2)n1 (stereo unspecified) | / | -12 | -23 | / | 2 | -8 | -33 | 17 | 7 | -12 | -9
CCC(C)NCCCCOc1cc(C)cc(C(C)C)c1 (stereo unspecified) | -6 | 14 | -13 | 4 | -18 | 4 | 1 | -7 | 3 | 14 | 8
COc1ccccc1CNC(=O)COC(=O)c1sc(C)nc1C | -5 | -4 | 14 | 5 | 12 | -9 | 12 | 5 | -18 | 8 | -2
CC(C)c1ccc(O)c(N)c1 | -7 | -5 | 42 | 6 | 35 | 13 | 3 | 5 | -2 | 9 | 5
COc1cccc(N2CCN(C(=O)CCCCCNc3nc(=S)[nH]c4ccccc34)CC2)c1 | -3 | 17 | 53* | 13 | 70* | -15 | -3 | 18 | -3 | 25 | 10
COCCNc1nc2c(c(=O)n(C)c(=O)n2C)n1Cc1cccc(C(F)(F)F)c1 | -3 | -1 | -3 | -2 | 6 | 6 | -3 | 5 | -1 | 9 | 0
CCn1c(SCC(=O)N(C)C)nc2cc(S(=O)(=O)N3CCCCC3)ccc21 | -3 | 0 | -8 | -3 | -10 | -6 | 24 | 1 | 7 | -2 | -9
O=C(Cc1cccs1)NCc1ccc(F)cc1 | 0 | 2 | -21 | -3 | -29 | -21 | -5 | 17 | -8 | -4 | -8
COc1ccc(-c2nnc(-c3ccccc3O)o2)cc1 | 9 | -82 | 29 | -3 | -18 | -156 | -49 | 23 | 3 | -45 | -74
CC(C)C(NC(=O)c1ccc(F)cc1)C(=O)NCC1CCCO1 (stereo unspecified) | 6 | 5 | -2 | -9 | 3 | 5 | 13 | -4 | -5 | 9 | -13
COc1ccc(/C=C/CN2CCN(CC(C)C)C(CCO)C2)cc1 (stereo unspecified) | -11 | 7 | -14 | -8 | 4 | -31 | -43 | 3 | -4 | -2 | 15
CCCCOC(=O)c1ccc(NC(=O)C(=O)NCc2cccnc2)cc1 | 6 | -1 | -13 | -10 | -14 | -11 | 12 | 0 | -4 | 7 | 2
O=C(c1ccccc1NS(=O)(=O)c1ccc(Cl)cc1)N1CCc2ccccc21 | 5 | 10 | 10 | -9 | 29 | -5 | 10 | 17 | -6 | 9 | -1
COc1cccc(/C=N/NC(=O)CNC(=O)c2ccco2)c1O | 9 | 14 | -16 | -1 | -10 | 17 | -26 | -17 | -1 | -2 | -1
CCOC(=O)C1(C)CCCN(C(=O)c2ccccc2C(F)(F)F)C1 (stereo unspecified) | / | 6 | -11 | / | -5 | 5 | 7 | 2 | 0 | -8 | -2
CCCNC(=O)C1(C)CCCN(Cc2ccsc2)C1 (stereo unspecified) | / | -7 | 5 | / | 2 | 5 | -22 | -6 | -3 | 3 | 6
COc1ccc(-c2cc(-c3ccccc3)nc(NN)n2)cc1OC | -6 | -2 | -9 | 0 | 7 | -4 | -4 | -15 | 14 | -4 | -4
Cc1cc(C(=O)NNC(=S)NCC2CCCO2)cs1 (stereo unspecified) | 1 | -4 | -14 | 4 | 5 | -6 | -17 | 8 | -13 | -7 | 0
COCCN1C(=O)N[C@@H](c2ccco2)C(C(=O)OC)=C1C | 1 | 17 | 13 | -5 | 9 | 4 | -15 | -16 | -4 | -9 | -10
Cc1ccc(S(=O)(=O)CCC(=O)OCCOc2cccc(Br)c2)cc1 | -3 | -20 | 0 | 16 | 7 | 7 | -17 | 7 | 12 | -7 | -11
Cc1ccccc1OCCC(=O)OCC(=O)Nc1ccc(N2CCOCC2)cc1 | 1 | 4 | 13 | 3 | -4 | -8 | 4 | 15 | -8 | 2 | -4
COc1ccccc1NS(=O)(=O)c1cc(NC(=O)Cc2n[nH]c(=O)c3ccccc23)ccc1Cl | 0 | -33 | 12 | 1 | 13 | 8 | 0 | -2 | 0 | 8 | -8
SMILES | TLR9-MyD88 block | NCOA3 inh | TWEAK-Fn14 inh | EBV LMP1 NFkB | TROY NFkB inh | NR5A2 inv ag | NCOA2 inhibitor | TRAIL sens C8 | NOD2 RIPK2 PPI | NR2F2 inh | SRC1 inh
CN(C)c1ccc(Cc2cc3c(O)ccc(O)c3cc(Cc3ccc(N(C)C)cc3)c2=O)cc1 | 5 | -18 | 42 | -10 | -5 | 19 | 1 | -4 | 2 | -3 | -15
Cc1noc(C)c1S(=O)(=O)Nc1ccc(C(=O)NCCc2ccccc2)cc1 | -7 | 2 | -4 | 11 | 7 | -13 | -10 | 2 | -2 | 3 | -25
O=C(c1ccc(F)cc1)N1CCC(C(=O)N2CCN(S(=O)(=O)c3ccccc3Br)CC2)CC1 | 0 | -2 | -4 | 10 | -14 | 21 | 0 | -1 | -6 | 10 | -9
Cc1ccnc(N2C(=O)c3ccc([N+](=O)[O-])cc3C2=O)c1 | -4 | -8 | 5 | -10 | -1 | 1 | 6 | -23 | -4 | -11 | 2
O=C(Cn1cnc2c(nnn2Cc2ccccc2F)c1=O)N1CCN(c2ccccc2)CC1 | -5 | 1 | 17 | 3 | 12 | 8 | 5 | 9 | -4 | 1 | 5
COc1cc2c(C)nc3onc(-c4ccccc4)c3c2cc1OC | -2 | 13 | -71 | 0 | -18 | 21 | -29 | -11 | -12 | -8 | -19
Cc1cccc(S(=O)(=O)NNC(=O)Cc2cccn2C)c1 | 1 | 17 | 13 | 6 | -7 | -23 | -6 | -5 | -5 | 7 | -13
O=C(CN1C(=O)NC2(CCCC2)C1=O)NCCc1ccc(F)cc1 | 15 | -10 | -3 | -4 | -2 | 45 | 29 | -1 | -4 | 7 | 3
Cc1cc(-c2nnc(SCC(=O)Nc3ccc(F)cc3)n2N)n[nH]1 | -5 | -7 | 1 | -7 | 12 | -6 | -10 | -11 | 7 | -4 | 3
CC1=C(C(=O)OCCOC(C)C)C(c2cccnc2)C2=C(CCCC2=O)N1 (stereo unspecified) | -2 | 14 | 2 | 3 | 3 | -32 | -17 | 2 | 5 | 8 | -3
COc1cc(OC)nc(Oc2ccccc2C(=O)Oc2ccc(F)cc2Cl)n1 | 3 | 1 | 8 | -3 | 1 | 20 | -15 | 5 | -2 | 4 | 3
O=C(CCCN1C(=O)/C(=C/c2ccccc2)SC1=S)Nc1ccccc1O | 1 | -3 | -38 | 4 | -3 | 14 | -28 | -12 | -4 | 10 | -3
COC(=O)c1ccccc1S(=O)(=O)N1CCC(C(=O)OC(C)C(=O)Nc2ccc(NC(C)=O)cc2)CC1 (stereo unspecified) | 0 | 3 | -9 | -1 | 2 | 2 | -1 | 0 | -5 | -8 | -76
Cc1cc2cc3c(cc2nc1SCC(=O)Nc1nc(C)c(C)s1)OCO3 | -1 | 4 | 3 | -31 | -7 | -2 | -2 | 22 | -2 | 2 | -2
NC(=O)CC(NC(=O)Cc1ccc(Br)cc1)c1ccc(N2CCC(N3CCCC3)CC2)c([N+](=O)[O-])c1 (stereo unspecified) | -5 | 16 | 22 | 3 | 1 | -1 | 12 | 1 | -9 | -3 | 14
COc1ccc(C(=O)ON=C(C)c2nccs2)cc1 | / | -13 | -19 | / | -55 | 23 | -9 | 3 | 6 | 3 | 10
COc1ccc(N2CCN(C(CNC(=O)C(=O)NC3CC3)c3ccco3)CC2)cc1 (stereo unspecified) | -3 | 2 | 7 | -1 | -29 | 10 | 17 | 6 | -6 | -16 | -31
CC(C)NC(=O)c1cc(-c2ccc(Br)cc2)on1 | -2 | -68 | -7 | -33 | -41 | -88 | -59 | 2 | -4 | -51 | -143
Cc1cccc(C)c1N(C(=O)c1ccco1)C(C(=O)NC1CCCC1)c1ccncc1 (stereo unspecified) | 1 | -4 | 16 | -20 | 16 | -2 | -8 | -1 | -3 | -3 | -8
Cc1ccc(NC(=S)N2CCC(N(C)CC3CCCO3)CC2)cc1C (stereo unspecified) | -4 | -6 | -19 | 6 | 8 | -9 | 15 | 12 | -1 | -6 | 0
O=C1NCCN(C(=O)CCc2nnc(-c3ccsc3)o2)C1c1ccc(F)cc1 (stereo unspecified) | 0 | 11 | 10 | 1 | -6 | -12 | -6 | -3 | 11 | 15 | 14
CCn1cc(NC(=O)Nc2ccc(OC)c(OC)c2)c(C(N)=O)n1 | -5 | 6 | 13 | -5 | -16 | 15 | -17 | -25 | 5 | 7 | -61
CCOc1ccc(NC(=O)Cc2ccc(S(=O)(=O)N3CCOCC3)s2)cc1OCC | -19 | 7 | 17 | 2 | 4 | 6 | 0 | -8 | 0 | 18 | -5
Cc1cccc(N(C(=O)CCC(=O)Nc2cc(C)on2)C(C(=O)NC2CCCC2)c2ccccc2)c1 (stereo unspecified) | -10 | 6 | 17 | -1 | 9 | -3 | -25 | -2 | 4 | 25 | -29
Cc1nn(CC(=O)NCc2ccccn2)c(C)c1[N+](=O)[O-] | 13 | 5 | 1 | 3 | -8 | -7 | -16 | -14 | 0 | 0 | 2
CC(=O)C1=C(O)C(=O)N(c2cccc(C(=O)O)c2)C1c1ccc(F)cc1 (stereo unspecified) | 0 | 0 | 3 | -13 | -31 | 4 | -8 | -6 | -12 | -4 | -5
Cc1cc(C)n(CCCNC(=O)c2cc(COc3ccc(C)c(C)c3)on2)n1 | -1 | 8 | -5 | 7 | -19 | -14 | 4 | 25 | -8 | 2 | -3
CC(C)N1CCN(Cc2ccc(C#CC(C)(C)O)cc2)CC1CCO (stereo unspecified) | -1 | 7 | -3 | -5 | 11 | -12 | 5 | 0 | -4 | 6 | -17
Cc1c(C(=O)OCC(=O)N(C)Cc2ccc(Cl)cc2)oc2ccccc12 | 5 | -3 | 0 | 5 | 4 | 10 | -4 | -9 | -6 | -27 | -84
